Assay outcomes deposited in PubChem BioAssay by National Center for Advancing Translational Sciences (NCATS).
AID inhibitor – inhibitors of human activation induced cytidine deaminase; Q9GZX7; AID deamination FRET fluorescence, UDG-coupled, 4 h; Potency, µM (highest dose often 115 µM), without a hit: top-dose activity change, negative = inhibition, actives largely listed as inhibitors; 91,000 tested, 0.32% active; AID 1347428; further: nearly all actives have a fitted effect of over 25% in size
Target sequence (Q9GZX7 whole entry, looked up): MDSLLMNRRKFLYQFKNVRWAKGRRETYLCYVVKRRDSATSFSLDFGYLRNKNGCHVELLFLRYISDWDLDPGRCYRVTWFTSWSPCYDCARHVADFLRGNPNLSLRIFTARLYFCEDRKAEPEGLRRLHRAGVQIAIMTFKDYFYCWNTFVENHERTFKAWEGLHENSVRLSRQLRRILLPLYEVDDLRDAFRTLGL
UDG counter – blocks uracil-DNA glycosylase in AID counter-screen; 91,000 tested, 0.14% active; Potency, µM (highest dose often 115 µM), inactives show top-dose activity change, negative = inhibition, actives largely listed as inhibitors; FRET deamination/UDG coupled assay, UDG read, 4 h; further: nearly all actives have a fitted effect of over 65% in size
* marks the source's active call; other numbers are inactive results; ? = inconclusive; [ ] = another dose, or the depositor's remark. The call rests on the fitted dose curve; in most records, active means well fitted curve in the direction sought with a large enough effect; inconclusive means small, poorly fitted or top-dose-only effect, or another doubt; inactive means no such curve, though single readings can be large; an effect the other way counts as inactive or inconclusive. On the % scale 0 is the no-effect control and ±100 the full control effect; potency means the concentration at half of the fitted maximal effect. The list is partial. The share of hits here may be higher or lower than overall.

SMILES | AID inhibitor | UDG counter
O=C(NC(Nc1ccc(Cl)cc1)C(=O)c1ccccc1)c1ccccc1 (stereo not drawn) | 2% | 2%
O=C(Nc1ccc(F)cc1F)c1cc(-c2ccccc2O)no1 | -1% | -1%
Cc1ccc(OCc2nc(-c3ccc(C(=O)NCc4ccc(OC(C)C)cc4)cc3)oc2C)cc1 | -23%[57.5 µM] | -13%[57.5 µM]
CCCCCCCCOc1ccc(OC(=O)/C=C/c2ccc(OC)cc2)cc1 | -1% | -15%
CCC(C)NC(=O)N(C)C1CCN(c2ccc(Cl)cc2)CC1 (stereo not drawn) | -4% | 3%
Cc1cc(NC(=S)NCCc2ccccc2)ccc1I | -12% | -2%
Cc1ccc2c(c1)N(CC(=O)NCc1ccccc1Br)C(=O)c1cccnc1O2 | -11% | 16%
CCCCCN1CCN(c2nc3c(c(=O)[nH]c(=O)n3C)n2Cc2ccccc2C)CC1 | -19% | -9%
COc1cc(Br)c(OC)c(C(=O)O)c1 | 12% | 1%
COc1ccc(C(=O)Oc2cccc(C)c2C)cc1 | -1% | 2%
O=S1CCNc2ccccc21 (stereo not drawn) | -2% | -5%
COc1ccc(C(=O)c2cn(CC(=O)Nc3ccc4c(c3)OCO4)c3ccc(OC)cc3c2=O)cc1 | ? | -6%
CCc1ccc(NC(=O)c2nn(-c3ccc(OC)cc3)c(=O)c3c2c2ccccc2n3C)cc1 | -8% | 16%
CC(Nc1ccc([N+](=O)[O-])cn1)c1ccc(Cl)c(Cl)c1 (stereo not drawn) | -9% | -6%
COc1cc(-c2cc(OC)c3c(C)oc(C)c3c(=O)c2)ccc1OC(=O)c1ccc(C)cc1 | ? | -6%
CCCn1cc(S(=O)(=O)c2ccccc2)c(=O)c2cc(F)c(N3CCCC(C)C3)cc21 (stereo not drawn) | ? | -15%
O=C(CCN1CCN(c2cnccn2)CC1)Nc1ccc(F)c(F)c1 | -2% | 5%
COc1cccc(C2NC(=O)NC(C)=C2C(=O)c2ccc(Cl)cc2)c1 (stereo not drawn) | ? | -17%
COc1ccc(-c2nc(C)c(CCNC(=O)C(=O)Nc3ccccc3OC)s2)cc1 | -11% | -6%
CCCCn1nc(C(=O)N2CCCC2c2cccs2)c2ccccc2c1=O (stereo not drawn) | -4% | 4%
Cc1ccc(/C=C/C(=O)NC2CCc3ccccc32)o1 (stereo not drawn) | 12% | 1%
CCCCNc1c(C(=O)OCC)c(C)nc2c1cnn2CC | -8% | -7%
Cc1cn2c(/C=N/O)c(C)nc2s1 | 0% | 8%
O=C(NCc1ccco1)c1ccc2c(c1)N(Cc1ccccc1F)C(=O)c1ccccc1S2=O (stereo not drawn) | -3% | -2%
CC(NC(=O)C1CCN(c2ccc(C#N)cn2)CC1)c1ccc(F)cc1 (stereo not drawn) | 1% | 3%
Cc1cccc(CNC(=O)CCCN2C(=O)COc3ccc(C)cc32)c1 | -4% | -12%
CCCn1nc(C(=O)NC(c2ccc3c(c2)OCCO3)C(C)C)c2ccccc2c1=O (stereo not drawn) | -28% | -14%
Cn1c(=O)c2c(nc(CN(Cc3ccccc3)Cc3ccccc3)n2Cc2ccccc2)n(C)c1=O | ? | -11%
Cc1ccc(C(=O)N2CCc3cc(CNC(=O)c4ccc(Br)cc4)ccc32)cc1 | 81%[activator] | -13%
O=C1c2ccccc2C(=O)c2c(NCCc3ccc(O)cc3)ccc(NCCc3ccc(O)cc3)c21 | ? | -27%
CCOCCCNC(=O)CN1C(=O)CCn2nc(-c3cccn3C)cc21 | 16% | 53%[activator]
CCCn1c2ccccc2c2nnc(SCC(=O)Nc3cccc(C(C)=O)c3)nc21 | ? | -26%
COc1ccc(-c2cc(C(=O)N3CCCC3)c3ccccc3n2)cc1 | -7% | -2%
CCC(CC)NC(=O)CSc1nc2cc(S(=O)(=O)N(C)C)ccc2o1 | 7% | 5%
CCCNc1c(NC(=O)c2cc(OC)cc(OC)c2)c(=O)oc2ccccc12 | -10% | -4%
O=C(Nc1ccc(OC(F)(F)F)cc1)C(Cc1ccccc1)C(=O)Nc1ccc(OC(F)(F)F)cc1 | -8% | -4%
CCC(C)NC(=O)CSc1c2c(nc3cc(Cl)ccc13)CCCC2 (stereo not drawn) | -19% | 6%
COc1ccc(C(=O)Nc2ccc(N3CCOCC3)cc2)cc1S(=O)(=O)NC1CC1 | 24% | 10%
NCC(O)(CS(=O)(=O)O)c1ccc(Cl)cc1 (stereo not drawn) | 5% | 8%
Cc1ccc(C(=O)N/C(=C\c2ccc(-c3ccc(Br)cc3)o2)C(=O)NC(C)(C)C)cc1 | 1% | -10%

3 structures out of the list, sorted by SMILES length, largest number first:
SMILES | AID inhibitor | UDG counter
O=C(NCc1ccco1)c1ccc2c(c1)N(Cc1ccccc1F)C(=O)c1ccccc1S2=O (stereo not drawn) | -3% | -2%
CCCn1nc(C(=O)NC(c2ccc3c(c2)OCCO3)C(C)C)c2ccccc2c1=O (stereo not drawn) | -28% | -14%
Cc1ccc(C(=O)N2CCc3cc(CNC(=O)c4ccc(Br)cc4)ccc32)cc1 | 81%[activator] | -13%

14 successive entries out of the list so far, for reference:
SMILES | AID inhibitor | UDG counter
CCCn1nc(C(=O)NC(c2ccc3c(c2)OCCO3)C(C)C)c2ccccc2c1=O (stereo not drawn) | -28% | -14%
Cn1c(=O)c2c(nc(CN(Cc3ccccc3)Cc3ccccc3)n2Cc2ccccc2)n(C)c1=O | ? | -11%
Cc1ccc(C(=O)N2CCc3cc(CNC(=O)c4ccc(Br)cc4)ccc32)cc1 | 81%[activator] | -13%
O=C1c2ccccc2C(=O)c2c(NCCc3ccc(O)cc3)ccc(NCCc3ccc(O)cc3)c21 | ? | -27%
CCOCCCNC(=O)CN1C(=O)CCn2nc(-c3cccn3C)cc21 | 16% | 53%[activator]
CCCn1c2ccccc2c2nnc(SCC(=O)Nc3cccc(C(C)=O)c3)nc21 | ? | -26%
COc1ccc(-c2cc(C(=O)N3CCCC3)c3ccccc3n2)cc1 | -7% | -2%
CCC(CC)NC(=O)CSc1nc2cc(S(=O)(=O)N(C)C)ccc2o1 | 7% | 5%
CCCNc1c(NC(=O)c2cc(OC)cc(OC)c2)c(=O)oc2ccccc12 | -10% | -4%
O=C(Nc1ccc(OC(F)(F)F)cc1)C(Cc1ccccc1)C(=O)Nc1ccc(OC(F)(F)F)cc1 | -8% | -4%
CCC(C)NC(=O)CSc1c2c(nc3cc(Cl)ccc13)CCCC2 (stereo not drawn) | -19% | 6%
COc1ccc(C(=O)Nc2ccc(N3CCOCC3)cc2)cc1S(=O)(=O)NC1CC1 | 24% | 10%
NCC(O)(CS(=O)(=O)O)c1ccc(Cl)cc1 (stereo not drawn) | 5% | 8%
Cc1ccc(C(=O)N/C(=C\c2ccc(-c3ccc(Br)cc3)o2)C(=O)NC(C)(C)C)cc1 | 1% | -10%

Later entries
SMILES | AID inhibitor | UDG counter
Cc1ccn2c(Nc3ccc4c(c3)OCCO4)c(-c3ccccc3O)nc2c1 | -4% | -2%
COc1ccc(NC(=O)c2oc3ccc4c(c3c2C)C(=O)CC(C)(C)O4)cc1OC | ? | -12%
O=C(CCNS(=O)(=O)c1ccc2[nH]c(=O)ccc2c1)N1CCN(c2ccc(Cl)cc2)CC1 | 1% | -6%
O=C(Nc1cc(-c2nc3ccccc3s2)ccc1Cl)c1cc2ccccc2o1 | 15% | -7%
CC(C)NCC(O)c1cc(O)cc(O)c1 (stereo not drawn) | 9% | 2%
CC(C)(Oc1ccc(Cl)cc1)c1nn2c(COc3ccc(F)cc3)nnc2s1 | ? | ?
C#CCN1CCC(C(=O)NC(c2ccccc2)C(F)(F)F)CC1 (stereo not drawn) | 0% | 0%
Cc1cc(NC(=O)C(C)(C)C)cc(-c2nc3cc(Cl)ccc3o2)c1O | -6% | 2%
CCCn1c(=O)[nH]c(=O)c2c1nc(-c1ccc(C#N)cc1)n2CCN1CCOCC1 | 2% | -8%
COC(=O)Cn1c(=O)c2c(nc3n2CCN3c2ccc(F)cc2)n(C)c1=O | 6% | 1%
COC(=O)c1ccc(NC(=O)c2nn(C)c3c2CS(=O)(=O)c2ccccc2-3)cc1 | 42%[activator] | 8%
CC(=O)c1ccc(NC(=O)c2ccc3ccn(C)c3c2)cc1 | -1% | -2%
COc1ccc(Cl)cc1NC(=O)Cn1cc(S(=O)(=O)Cc2cccc(Cl)c2)c2ccccc21 | -13% | 9%
O=C(Nc1cccc(C(=O)N2CCCCC2)c1)c1nsc2ccccc12 | ? | -9%
Cc1cc(NC(=O)COc2ccc3c(C)c(C)c(=O)oc3c2)no1 | 0% | 1%
N#Cc1cccc(S(=O)(=O)NCC(=O)O)c1 | 16% | 8%
CCOc1ccc(NC(=O)c2nc(S(=O)(=O)Cc3ccccc3F)ncc2Cl)cc1 | -8% | 2%
N#CCCn1c(SCC(=O)Nc2ccc3c(c2)CCC3)nc2ccccc21 | -6% | -2%
Cc1ccc2onc(CC(=O)N3CCN(c4ccc(F)cc4)CC3)c2c1 | ? | -8%
CCc1nnc2c(Nc3cccc(C(C)=O)c3)nc3ccccc3n12 | -11% | 5%
Cc1ccc(-c2cc(C(=O)OCC(=O)N3CCCC3=O)c3ccccc3n2)o1 | 4% | 4%
CCOC(=O)c1ccc(NC(=O)Cn2c(=O)cc(C)c3c(C)nn(-c4ccc(CC)cc4)c32)cc1 | -30% | -13%
O=C(CSc1ccc(F)cc1)OCc1nc2ccsc2c(=O)[nH]1 | 3% | 3%
CCOCCn1c(CN2CCN(C)CC2)nc2c1c(=O)n(C)c(=O)n2C | -2% | 11%
CC(C)NC(=O)C1CCC(Cn2c(=O)c3sccc3n(CC(=O)NCc3ccccc3)c2=O)CC1 (stereo not drawn) | 39%[activator] | 11%
CCc1ccc(NS(=O)(=O)c2c(-c3ccccc3)csc2C(=O)OC)cc1 | -3% | 0%
Cc1ccc(NC(=O)/C(C#N)=C/c2cc(C(C)(C)C)c(O)c(C(C)(C)C)c2)cc1C | 3% | -10%
Cc1ccc(CNC(=O)CSc2ncc(S(=O)(=O)c3ccc(Br)cc3)c(=O)[nH]2)cc1 | ? | 7%
O=C(Cn1c(=O)c2cccn2c2ccc(F)cc21)Nc1cccc(F)c1 | 3% | -6%[57.5 µM]
COc1ccc(Cl)cc1NS(=O)(=O)c1c(C)nc2scc(C)n2c1=O | 0% | 3%
Cc1ccn2c(Nc3ccc4c(c3)OCO4)c(-c3ccc(C)o3)nc2c1 | -8% | -7%
Cc1ccc2nc(Cl)c3cc(C(=O)N4CCCCC4)sc3c2c1 | ? | ?
CCOCCCn1c(SCC(=O)OCC)nc2c(sc3ccccc32)c1=O | -9% | -10%
CCCCCCOc1ccc(/C=C/C(=O)c2ccc(OC)c(CSCC(=O)O)c2)cc1 | -7% | 1%
Cc1ccc(NC(=O)CCc2nc3cc(Cl)ccc3n(CC(C)C)c2=O)cc1 | 2% | 3%
CSc1ccc(OC(=O)c2ccccc2F)cc1 | -2% | 4%
Cc1ccc(C(=O)NCC(c2ccc(Cl)cc2)N2CCCCC2)cc1 (stereo not drawn) | ? | -9%
Cc1ccc(NC(=O)c2cnc(N3CCCCC3)c3ccccc23)cc1Cl | 6% | -18%
CCOC(=O)c1cnc(SCC(=O)Nc2ccc(C)cc2Cl)nc1N | 3% | -5%
CC(=O)SCC(=O)C(C#N)c1ccccn1 (stereo not drawn) | 9% | 2%
CC(=O)c1ccc(N2CCN(C(C(=O)O)c3c[nH]c4cc(NC(=O)C(C)C)ccc34)CC2)cc1 (stereo not drawn) | 10% | -5%
CCn1c(=O)c2cc(C(=O)Nc3cc(OC)c(OC)c(OC)c3)sc2c2ccccc21 | ? | 0%
Cc1ccccc1CN1CCN(c2oc(C3CC3)nc2C#N)CC1 | -12% | 0%
O/N=C1/CCC2CCCC1C2 (stereo not drawn) | 5% | 3%
CCOC(=O)c1ccc(NC(=O)COc2cccc3c(=O)n(C)ccc23)cc1 | -21% | 35%[activator]
COc1ccc(C)c2sc(N(Cc3cccnc3)C(=O)CCc3ccccc3)nc12 | 1% | -14%
CC(=O)c1c(C)nc2ccc(Cl)cc2c1-c1ccccc1 | -13% | -2%
CCOc1ccc(N2CC(C(=O)NCc3nnnn3-c3ccc(C)c(C)c3)CC2=O)cc1 (stereo not drawn) | 2% | 6%
CNC(=O)NC(=O)C(C)OC(=O)c1csc(NCc2ccccc2)n1 (stereo not drawn) | -7% | -11%
CCOC(=O)c1ccc(NC(=O)CC2C(=O)N(c3ccc(F)cc3)C(=O)N2Cc2ccc3c(c2)OCO3)cc1 (stereo not drawn) | 10% | ?
COC(=O)c1c(C)[nH]c(C(=O)N2CCC(CC(=O)NCc3ccc4c(c3)OCO4)CC2)c1C | -4% | -6%
O=C(/C=C/c1ccc(Cl)cc1)c1ccccc1O | 0% | 10%
COc1ccc(C(=O)NCc2ccc3c(c2)CCN3C(=O)c2ccccc2)cc1 | 2% | 16%
NC(=O)C1CCN(C(=O)CCc2ncc(-c3ccc(F)cc3)o2)CC1 | -4% | -1%
O=C(CSc1nc2c(c(=O)n1CCc1ccccc1)SCC2)Nc1ccc(Cl)cc1 | -1% | -1%
CCOc1ccccc1CNC(=O)C1CCN(c2nnc(-n3c(C)ccc3C)s2)CC1 | 3% | -3%
CCOc1ccccc1Oc1c(C)oc2cc(OCC(=O)OC(C)(C)C)ccc2c1=O | -8% | -3%
O=C(CN1C(=O)CCc2cc(S(=O)(=O)N3CCOCC3)ccc21)Nc1cccc(C(F)(F)F)c1 | -6% | 8%
Cc1ccc(CNC(=O)c2ccc(CS(=O)Cc3cccc(Cl)c3)o2)cc1 (stereo not drawn) | 5% | -5%
COc1ccc(CNC(=O)Cn2nnc(-c3ccc(C(F)(F)F)cc3)n2)cc1 | -3% | 2%
CS(=O)(=O)N1N=C(c2ccc(Cl)cc2)CC1c1ccccc1 (stereo not drawn) | 0% | 2%
